High-throughput results (PubChem BioAssay)
PGC1a acetyl inh: inhibitors of PGC1a acetylation signal, primary screen, cell-based, U2OS, AlphaScreen, inhibitor mode; AlphaScreen anti-acetyl-lysine; with virally co-expressed GCN5 acetyltransferase; inhibition, % at 15.6 µM; 350,000 compounds, 0.17% hits; AID 651687, 2012;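 active means every replicate shows inhibition of at least 40%; inconclusive means mean inhibition at least 40% but some replicate below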;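 further: 0% = neutral control wells and 100% = positive control wells; some results beyond the cut were filed as inactive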
PAX8 reporter: inhibitors of PAX8-driven TPO luciferase reporter, primary screen, RMG-I cells, single concentration; 360,000 compounds, 1.2% hits; SteadyGlo, 24 h; AID 652154, 2013; inhibition, % at 12.6 µM;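 active means mean replicate inhibition at least 60% with every replicate also reaching 60%; inconclusive means only one of the two criteria is met; inactive means mean below 60% and not all replicates reaching 60%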;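 further: luciferase light reporting Pax8 driven TPO promoter activity; plate controls were median of neutral control wells for no effect and mitoxantrone controls for full effect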
LGR2 antag: inhibitors of bursicon-induced LGR2 CRE-luciferase signal, primary screen, cell-based, HEK293, CRE-luciferase reporter, bursicon stimulation; Drosophila bursicon receptor LGR2 (rickets); bursicon-stimulated, 4 h; inhibition, % at 9.99 µM; 380,000 compounds, 0.35% hits;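 active means drop in luminescence signal, shown as inhibition above about 50% in the replicate tests, limit read from the data, passing the limit was not always enough; inconclusive means probably only some replicates passing the limit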;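 further: agonist challenge used bursicon conditioned medium at about half maximal strength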
miR122 inh: miR-122 Renilla sensor signal increase in Huh7, primary screen, miR-122 inhibitor project, cell-based, single point, plate reader; Huh7 miR-122 Renilla luciferase sensor, 48 h; neutral wells = 0, positive control = 100; activation (reporter increase), % at 12.5 µM; 340,000 compounds, 0.3% hits; AID 602342, 2012;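 active means mean replicate activation score at least 90 and every replicate individually at or above 90; inconclusive means only one of the two criteria met; inactive means neither criterion met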;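 further: higher luciferase means less miR-122 activity so hits act as miR-122 inhibitors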
CASP6 VEID inh: human caspase-6 inhibitors, primary screen, biochemical, VEID-R110 fluorescence, single point, set 2 | P55212 | purified caspase-6, Z-VEID-R110 cleavage fluorescence | inhibition, % at 12.5 µM | 350,000 compounds, 0.53% hits | AID 686996, 2013;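 active means mean inhibition across replicates at least about 35%, with every replicate also reaching that limit, limit read from the data; inconclusive means only one of the two criteria met; inactive means neither criterion met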;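 further: 0% = median of neutral control wells and 100% = no fluorescence left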
Target sequence (P55212 24-179 limits assumed): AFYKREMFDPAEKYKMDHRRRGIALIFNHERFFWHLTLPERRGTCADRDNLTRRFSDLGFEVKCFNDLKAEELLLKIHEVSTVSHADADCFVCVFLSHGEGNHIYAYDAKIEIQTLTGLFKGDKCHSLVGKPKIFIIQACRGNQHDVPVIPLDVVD
Target sequence (P55212 194-293 limits assumed): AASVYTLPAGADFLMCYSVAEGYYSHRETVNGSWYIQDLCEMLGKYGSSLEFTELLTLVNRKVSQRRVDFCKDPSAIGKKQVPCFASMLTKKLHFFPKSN
EWS-Fli inh: EWS/Fli-driven NR0B1 reporter inhibitors, primary screen, A673 cells, NR0B1 luciferase, luminescence, MLPCN library; 350,000 compounds, 0.67% hits; AID 651661, 2012; viability-normalised; inhibition, % at 12.6 µM;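 active means mean inhibition of at least 50% after viability correction, with every replicate also passing that limit; inconclusive means mean reaches 50% but only one of two replicates passes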;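 further: firefly luciferase signal divided by Alamar Blue viability fluorescence both relative to DMSO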
Cneo AK release: Cryptococcus neoformans cell lysis inducers, primary screen, AK release luminescence, single concentration; AID 651654, 2012; C. neoformans lysis, adenylate kinase release luminescence, 4 h; normalised: neutral wells 0, clomiphene wells 100; 360,000 compounds, 0.2% hits; lysis activity, % at 15 µM;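 active means mean lysis activity across replicates of at least 80%, whatever share of replicates individually reach that level; inactive means mean lysis activity below 80%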
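Assay system: C. neoformans cells. Amount: yeast cell density of 5 × 10^6 cells/mL. Technique: AK luminescence. Buffer or medium: YPD. Times: static 4 h at 37 °C with compound, 1 h detection. Dosing: single-point compound dose. Read-out: lysis from increased AK signal.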
FN deposition inh: inhibitors of fibronectin matrix deposition, primary screen, AH1F cells, Alexa488-fibronectin fluorescence, plate reader | AH1F fibroblasts, overnight | inhibition, % at 12.6 µM | 350,000 compounds, 0.086% hits | AID 743247, 2014;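 active means mean inhibition across replicates of 30% or more, regardless of how many single replicates reach that level; inconclusive means mean under 30% yet at least half of replicates reach 30%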;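 further: positive control wells lacked labelled fibronectin entirely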
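material = AH1F fibroblast monolayer depositing Alexa488-labelled fibronectin into matrix | amount = 10000 AH1F cells/well | buffer or medium = DMEM plus 2% serum, read in PBS | incubation = 1 h cell adhesion before compound, then overnight fibronectin incubation | detection = fluorescence at 485 nm excitation, 525 nm emission | evaluation = percent inhibition as loss of matrix-bound fibronectin fluorescence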
An asterisk follows results filed as active; ? = inconclusive; / = not tested or not shown; & = joins results of further samples; [ ] = another dose, or the depositor's remark. Not a hit list; overall some 2.5% were active at least once.

smiles	PGC1a acetyl inh	PAX8 reporter	LGR2 antag	miR122 inh	CASP6 VEID inh	EWS-Fli inh	Cneo AK release	FN deposition inh
C[C@H]1CN([C@@H](C)CO)C(=O)c2cc(-c3ccccc3F)cnc2O[C@@H]1CN(C)Cc1cccc(C(=O)O)c1	-1	/	-16	14[16.7 µM]	-1	-10	3	/
Cc1ncc(C(=O)O)c(C(=O)O)c1N	/	-8	-7	/	/	10	-1	-1
COc1ccc2oc(C(=O)Nc3nnc(C)s3)c(C)c2c1	2	-191	-23	-9	-5	39	-1	2
O=C(C1CCN(c2nnc(N3CCCC3=O)s2)CC1)N1CCN(c2cccc(C(F)(F)F)c2)CC1	/	13	0	/	0	22	0	-3
CCOc1c(C(=O)CC)cc2c(C)cc(=O)oc2c1C	0	-14	/	2	/	/	-3	/
C[C@@H]1CN([C@@H](C)CO)C(=O)c2cccc(NS(=O)(=O)c3ccc(F)cc3)c2O[C@H]1CN(C)C(=O)Nc1ccc(F)cc1	-2	/	11	1[16.7 µM]	/	3	-3	/
CCOc1ccc(Oc2cc(N)cc([N+](=O)[O-])c2)cc1	/	-22	-4	/	-1	-20	/	-14
O=C(Nc1ccnn1C1CCN(C2CCC2)CC1)c1ccccc1Cl	9	-11	-1	12	-5	/	-1	-10
Cn1cccc1C(=O)N1CCN(S(=O)(=O)c2ccccc2)CC1	/	-4	5	/	-4	-5	/	-2
COc1cc2c(c(OC)c1OC)CCc1cnoc1-2	/	-11	-8	/	-2	0	/	5
C[C@@H]1CN([C@H](C)CO)C(=O)c2cc(NC(=O)NC3CCCCC3)ccc2O[C@@H](C)CCCCO[C@@H]1CN(C)S(=O)(=O)c1ccccc1	-7	-17	-16	0[16.7 µM]	1	4	-2	9
Cc1nn(C)c(C)c1/C=C1/SC(=S)NC1=O	14	/	8	/	1	15	0	/
O=C(Nc1nc(-c2ccccc2)cs1)C1CCCCN1S(=O)(=O)c1ccc(Cl)cc1 (centres undefined)	-8	/	16	-13	1	7	/	/
Cc1ccc(S(=O)(=O)Nc2ccc3c(c2)C(=O)N([C@H](C)CO)C[C@H](C)[C@H](CN(C)C(=O)Nc2ccc(F)cc2)O3)cc1	-2	-11	-6	2[16.7 µM]	0	9	-1	/
Cc1ccc2nc(/C(C#N)=C/c3ccccc3C(=O)O)[nH]c2c1	-8	18	-2	1	9	14	1	-3
Cc1ccc(C)c(S(=O)(=O)Nc2cc3c4c(c2)CC(=O)N4CCC3)c1	-12	25	-3	163*	2	7	-1	/
Cc1cccc(NC(=O)NNC(=O)c2ccccn2)c1	-1	-22	-17	-9	4	5	-1	-3
COc1ccc(C(=O)Nc2nc3ccccc3[nH]2)cc1	17	?	90*	-6	3	76*	-4	7
O=c1[nH]cnc2ccsc12	-1	1	10	/	0	3	/	7
C[C@H]1CN([C@@H](C)CO)C(=O)c2cc(N(C)C)ccc2O[C@H]1CN(C)C(=O)Nc1ccccc1	-4	-3	-3	2[16.7 µM]	2	1	0	/
COCC(C)NCc1cccc2ccccc12 (centres undefined)	14	-8	-23	/	1	-11	/	-2
CCCn1cc(CN2CCC(C(=O)Nc3cccc(-c4cscn4)c3)CC2)c(C)n1	-8	8	-5	2	2	15	0	-7
C[C@@H]1CCCCO[C@H](CN(C)C(=O)c2ccccc2)[C@@H](C)CN([C@H](C)CO)C(=O)c2cc(NS(=O)(=O)c3ccc(F)cc3)ccc2O1	-2	-11	3	7[16.7 µM]	-2	6	-1	/
CO[C@H]1CN(C)C(=O)c2ccc(NC(=O)Nc3cccc(F)c3)cc2OC[C@@H](C)N(C(C)=O)C[C@@H]1C	4	/	-3	/	/	-2	/	3
COc1ccc(-n2nnnc2S(=O)(=O)CC(=O)N2CCCCC2)cc1	-7	43	99*	-5	2	-1	0	13
O=C1C2C3C=CC(CC3)C2C(=O)N1c1ccc(Br)cc1 (centres undefined)	7	-7	-6	-3	-2	-5	1	-9
COCCNc1oc(/C=C/c2ccc(F)cc2)nc1S(=O)(=O)c1ccccc1	-12	4	1	5	0	/	12	6
COCC#Cc1cnc2c(c1)C(=O)N([C@@H](C)CO)C[C@H](C)[C@H](CN(C)C(=O)c1cccnc1)O2	5	-36	4	/	0	-4	/	-7
Cc1ccc(S(=O)(=O)NCC[C@H]2CC[C@@H](NC(=O)c3cccc(F)c3)[C@H](CO)O2)cc1	3	-11	1	/	-1	-1	26	/
Cc1nonc1N1CCN(Cc2cn[nH]c2-c2ccc(F)cc2F)CC1	/	-1	-3	/	0	2	/	3
CCCC(=O)n1nc(-c2ccccc2)nc1N	7	/	/	-2	/	/	-6	-14
CCS(=O)(=O)N1CCCCN2[C@H](C1)[C@H](c1ccc(C#Cc3ccccn3)cc1)[C@@H]2CO	2	-30	-3	1[16.7 µM]	-5	8	3	1
CN1CCN(C(=O)C[C@H]2C=C[C@H](NC(=O)Cc3ccccn3)[C@H](CO)O2)CC1	-3	-8	-25	3[16.7 µM]	0	-4	-2	18
C[C@H](CO)N1C[C@H](C)[C@@H](CN(C)C(=O)Nc2ccc(C(F)(F)F)cc2)Oc2ccc(NS(=O)(=O)c3ccccc3)cc2C1=O	4&10	9&25	3&3	3	-1&8	-9&-3	3	-3&4
CN(C)C(=O)c1cccc(-c2ccccc2[C@@H]2[C@@H](CO)N(C(=O)C3CCCC3)[C@H]2C#N)c1	/	/	11	/	2	-9	/	-3
Cn1ccnc1SCC(=O)Nc1cc(S(=O)(=O)N2CCOCC2)ccc1Cl	/	-3	-1	4	/	/	/	0
CN1CCCC(OC(=O)c2ccc3c(c2)OCCO3)C1 (centres undefined)	1	/	/	-11	/	/	-2	7
CN1c2ccc(-c3ccccc3)cc2[C@H]2[C@H](CCN2C(=O)Cc2cccnc2)[C@@H]1CO	-7	-2	-4	0[16.7 µM]	-4	-2	-3	-18
O=C(OCC(=O)N1CCCC1)c1cnc(Cl)c(Cl)c1	-6	9	2	5	-5	3	1	1
CCOC(=O)Cc1ccc(NC(=O)c2cccc([N+](=O)[O-])c2)cc1	/	-69	/	-17	0	-1	0	14
O=C1NC(c2ccccc2)CCC1(Cl)Cl (centres undefined)	/	9	16	5	/	/	2	1
C[C@@H]1CN([C@H](C)CO)C(=O)c2cc(C#Cc3ccc(F)cc3)cnc2O[C@H]1CN(C)C(=O)Nc1ccc(F)cc1	-7	/	16	3[16.7 µM]	-1	-6	-2	-1
COc1ccc(S(=O)(=O)Nc2ccc3c(c2)C(=O)N([C@@H](C)CO)C[C@@H](C)[C@H](CN(C)C(=O)Nc2ccc(C(F)(F)F)cc2)O3)cc1	-6	/	20	-1[16.7 µM]	1	-3	-4	2
COc1ccc(N2CCN(C(=O)Cn3c(=O)c4cccn4c4cccnc43)CC2)cc1	-8	23	-11	-9	0	/	14	21
O=C(OCc1ccc(COC(=O)c2cccnc2Cl)cc1)c1cccnc1Cl	8	15	/	/	3	7	/	0
NN/C(=C\[N+](=O)[O-])Nc1ccc(Cl)cc1	8	-25	/	4	-1	-39	3	-3
CCOc1ccccc1N(CC(=O)OC)S(C)(=O)=O	-3	/	-1	/	0	-2	-1	/
CCn1cc(CNC(=O)c2ccc3nc(Cc4ccc(OC)cc4)oc3c2)cn1	-7	2	-18	-5	-1	/	1	-7
O=C1[C@H]2[C@H](C=CC[C@H]2C(=O)N2CCN(c3ccccc3)CC2)CCN1Cc1ccccc1	/	-5	/	-1	0	-8	-2	-3
O=C(O)CSCC(=O)N1CCN(c2cc(C(F)(F)F)nc3ccccc23)CC1	/	-6	11	/	-2	-14	-1	3
COCc1cccc(-c2csc(C(O)c3ccc(OC)cc3)n2)c1 (centres undefined)	-8	-1	-15	-1	3	4	3	-5
COc1cccc(C(=O)NNc2c3ccccc3nc3ccccc23)c1	1	-6	-25	11	-3	-36	0	5
CN1C(=O)c2cc(NC(=O)Nc3ccccc3)ccc2OC[C@H]2O[C@H](CC(=O)NC3CCC3)CC[C@H]21	7	-7	10	-7[16.7 µM]	0	4	-4	-11
Cc1ccc(C(C(=O)NC2CCCCC2)N(CC2CCCO2)C(=O)CCCC(=O)Nc2ccccn2)cc1 (centres undefined)	/	5	15	/	2	3	3	2
O=C(Nc1cccc(S(=O)(=O)N2CCCCC2)c1)c1ccc(Cl)nc1	-26	35	13	1	0	17	0	2
CC(C)CC#Cc1cnc2c(c1)C(=O)N([C@@H](C)CO)C[C@@H](C)[C@H](CN(C)CC1CCOCC1)O2	-8	-10	-4	-5[16.7 µM]	-1	-18	-4	/
CCCCC1Cc2[nH]c(=S)[nH]c(=O)c2C(c2ccc(C(C)C)cc2)O1 (centres undefined)	/	-3	0	/	1	-6	/	3
Cc1c(C)n(C)c2ccc(C(=O)NCCCN3CCCC3)cc12	-4	1	-6	1	-54	0	-1	-5
Cc1ccc(S(=O)(=O)N(C)c2c(C)ccc(S(N)(=O)=O)c2C)cc1	/	0	3	/	0	-18	/	11
C[C@H](O)C#Cc1cnc2c(c1)C(=O)N([C@H](C)CO)C[C@@H](C)[C@H](CN(C)C(=O)Nc1ccc(C(F)(F)F)cc1)O2	5&4	20&2	2	-7	2	-3&-11	-1&0	-1&-2

Following part.
smiles	PGC1a acetyl inh	PAX8 reporter	LGR2 antag	miR122 inh	CASP6 VEID inh	EWS-Fli inh	Cneo AK release	FN deposition inh
Cc1ccc2oc(C(=O)NCc3ccc4c(c3)OCO4)c(C)c2c1	10	/	-13	4	/	/	1	/
Cc1nn(C(C)C(=O)NCCc2cccs2)c(=O)c2nn(-c3ccccc3)c(C)c12 (centres undefined)	2	-10	5	/	2	/	-1	-1
CCOC(=O)C1CCCCN1Cc1ccc(OC)c(OC)c1 (centres undefined)	5	4	-7	-6	2	-2	2	-6
Cc1ccc(Cn2ncc3c(N4CCN(CC#N)CC4)ncnc32)cc1	-13	-5	18	/	1	-13	/	/
CSc1ccc(S(=O)(=O)N(C)Cc2ccccc2)cc1	-7	3	10	/	-1	2	/	2
N#C/C(N)=C(/C#N)N=Cc1cccc(Cl)c1	-8	-1	/	/	1	10	/	-4
C[C@@H]1CN([C@H](C)CO)C(=O)c2cccc(NC(=O)C3CCCCC3)c2O[C@H]1CN(C)S(=O)(=O)c1cn(C)cn1	14	9	0	7[16.7 µM]	/	-1	/	/
COCCCn1c(SCc2cccc(OC)c2)nc2cc(OC)c(OC)cc2c1=N	-7	/	/	5	/	/	12	11
CN(C(=O)C=Cc1ccco1)c1ccccc1	0	/	-4	-8	1	-8	-1	4
